Source: PubChem BioAssay
CSM14.1 death rescue: protection against thapsigargin-triggered cell killing – 384-well, CSM14.1, ATP luminescence, primary screen (AID 1222) | CSM14.1 thapsigargin-induced death rescue, ATP luminescence; higher % means a stronger effect | one-dose cellular ATP content (survival), % at 20 µM; EC50 in µM for titrated hits | 190,000 tested, under 10 active;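 active = EC50 below 50 µM in the dose-response confirmation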;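 note: death triggered by thapsigargin at about 15 µM added after 2 h compound pretreatment; cell ATP read after overnight thapsigargin exposure of roughly 18 to 22 hours; normalized against plate controls of thapsigargin alone and 5% DMSO vehicle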
Lipid droplet: hepatic lipid droplet formation modulation. AML12 mouse hepatocytes, oleate lipid droplets, BODIPY imaging. inhibition, % at 6.5 µM. 240,000 compounds, 0.4% hits. AID 1656;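 active = lipid droplet intensity inhibited by at least 50%, with more than 500 cells counted; inconclusive = wells with under 300 cells, treated as cytotoxic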
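Assay system: AML12 mouse liver cells | Compound dosing: One dose, 6.5 µM compound | Read-out basis: Droplet intensity reduction, % inhibition | Measured by: Fluorescence imaging, 20x objective, two fields per well | Schedule: Overnight treatment with compound plus oleate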
M1AAP inhibition: P. falciparum M1AAP inhibitors, biochemical, fluorogenic H-Leu-NHMec substrate, 1536-well (AID 1445); inhibition, % at 30 µM, or IC50 in µM where a hit was titrated; recombinant M1AAP, H-Leu-NHMec fluorogenic kinetic assay; higher % means a stronger effect; 220,000 compounds, 0.42% hits;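 active = primary inhibition above the hit cutoff, then over 50% inhibition at one or more dose response concentrations, cut at about 23% in these data, passing the limit was not always enough; inconclusive = conflicting primary data, or primary hits not chosen for dose response; inactive = low primary inhibition, or under 50% at every dose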;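 note: plate controls were DMSO full reaction for no effect and no enzyme background for full effect; strong numbers were not always called active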
Yfh1-depleted yeast: mitochondrial function rescue without frataxin homolog – Friedreich's ataxia, plus single-dose screen, dose response (AID 1465); S. cerevisiae Yfh1-off respiration, WST-1 reduction, 72 h; higher fold induction means a stronger effect; one-dose fold induction at 50 µM; EC50 in µM for titrated hits; 220,000 compounds, 0.074% hits;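 active = fold induction of absorbance versus untreated yeast above a set limit, then at least 30% activation at any dose in follow-up; inconclusive = repeats straddling the limit, or above it without dose testing; inactive = fold induction below the set limit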;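 note: activators that raise dye reduction in frataxin-depleted yeast; strong numbers were not always called active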
Autophagy mod: modulators of autophagy; MEF GFP-LC3 puncta imaging; test concentration mostly 10 µM; calls only at 10 µM (by protocol); 190,000 compounds, 0.98% hits; AID 463193;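 active = percentage of spot-positive cells more than 3 SD above its plate mean, without a fluorescence outlier flag or 80% toxicity; inconclusive = no clear call, values can overlap the other calls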;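 note: spot-positive cell cutoff set from DMSO-treated cells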
Insulin prom up: MIN6 insulin promoter up-regulation | MIN6 insulin promoter-GFP reporter, high-content imaging; stronger effect = higher value | z-score at 5 µM | 190,000 compounds, 0.3% hits | AID 1625;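 active = z-score above 3 at 5 µM with at least 500 cells counted in the well; inconclusive = wells under 500 cells, flagged as cytotoxic or low count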
Dynein transport: blocks dynein driven cargo transport along microtubules; z-score, hits read low; AID 1381; 3617.4 mouse cells, GR-EGFP nuclear translocation imaging; test concentration mostly 20 µM; stimulated with dexamethasone, 1 µM; stronger effect = lower value; 220,000 compounds, 0.47% hits;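 active = plate z-score of nuclear minus cytoplasmic receptor signal below a set negative limit, without overly bright fluorescence or cell loss, cut at about -3.5 in these data, passing the limit was not always enough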;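 note: z-score of nuclear minus cytoplasmic ring GR-EGFP intensity difference per well; some compounds called inactive have numbers as strong as hits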
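Also added – dexamethasone, 1.0 µM final · Buffer or medium – tet-free, stripped-serum medium · Schedule – induction 48 h, compound 1 h, agonist 30 min · Detection – formaldehyde fixation, Hoechst nuclear stain, 10x automated fluorescence imaging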
P. falciparum M17LAP: P. falciparum M17LAP inhibitors, primary screen, biochemical, fluorogenic H-Leu-NHMec substrate, 1536-well (AID 1619) | recombinant M17LAP, H-Leu-NHMec fluorogenic kinetic assay; higher % means a stronger effect | 220,000 compounds, 0.38% hits | inhibition, % at 30 µM, or IC50 in µM where a hit was titrated;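 active = compound inhibiting the enzyme by more than half at any dose during confirmatory dose-response retesting; inconclusive = strong single-dose inhibitors picked by rank but not retested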;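 note: plate controls were full reaction with DMSO carrier for no effect and no enzyme background for full effect; strong numbers were not always called active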
MT stabilizer: microtubule stabilizers in HeLa cells; 200,000 compounds, 0.83% hits; % tubulin-high responders, % at 10 µM; AID 2205; HeLa tubulin immunostaining HCS, 24 h; share of cells brighter than vehicle mean+2SD;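 active = plate Z-score above 3 for both tubulin-high and condensed-nucleus cell shares, with cell loss under 80%, at 10 µM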;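 note: anti alpha tubulin signal scored within the nucleus-defined area of each cell; some results filed as inactive read as strong as hits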
Dynein transport cytoplasmic EGFP: recorded beside Dynein transport, whose call it bears; z-score; measured here: cytoplasmic GR-EGFP intensity; stronger effect = higher value
Dynein transport nuclear GR-EGFP: second read-out of Dynein transport, no call of its own (marks repeat the call); z-score; measured here: nuclear GR-EGFP intensity;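 lower value marks the stronger effect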
Dynein transport cell count: also measured in Dynein transport; calls as there; z-score; measured here: cell count per field
Insulin prom up cell count: recorded beside Insulin prom up, whose call it bears; cell count; measured here: cytotoxicity, nuclei count;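 total cells summed across four imaged fields per well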
Lipid droplet cells 6.5 µM: further read-out of Lipid droplet, marked with its call; cell count; measured here: cell count, cytotoxicity flag;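 cells counted across two imaged fields per well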
MT stabilizer Hoechst-high %: further read-out of MT stabilizer, marked with its call; % Hoechst-high responders; measured here: nuclear condensation Hoechst responders;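 share of cells brighter than vehicle mean plus two SD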
MT stabilizer cytotoxicity %: recorded beside MT stabilizer, whose call it bears; toxicity, %; measured here: cytotoxicity by cell density;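 0% = mean cell density of plate MIN control wells and 100% = no cells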
Autophagy mod cell loss 18 h: also measured in Autophagy mod; calls as there; toxicity, %; measured here: cell loss, nuclei count;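 cell loss after 18 h compound exposure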
Active calls of the source: *; i = inactive; ? = inconclusive; / = no result given; + = active, no number.

SMILES	CSM14.1 death rescue	Lipid droplet	Lipid droplet cells 6.5 µM	M1AAP inhibition	Yfh1-depleted yeast	Autophagy mod	Autophagy mod cell loss 18 h	Insulin prom up	Insulin prom up cell count	Dynein transport	Dynein transport cytoplasmic EGFP	Dynein transport nuclear GR-EGFP	Dynein transport cell count	P. falciparum M17LAP	MT stabilizer	MT stabilizer Hoechst-high %	MT stabilizer cytotoxicity %
O=C(COC(=O)c1cccnc1Cl)NCCC1=CCCCC1	-0.8%	-5	678	-2%	i	i	18	-0.46	1652	-0.7	-0.24	-0.35	0.78	4%	4.1	1.7	2.9
C=CCN1C(=O)C(Cc2ccc(F)cc2)S/C1=N/N=C/c1ccco1 (centres undefined)	1.5%	-9	625	3%	i	i	-10	-0.13	1358	0.17	-0.21	0.091	-1.1	3%	4.0	3.4	6.8
O=C(C1CCCN(S(=O)(=O)c2cccc3nonc23)C1)N1CCN(c2ccccc2)CC1 (centres undefined)	-1.0%	-4	826	-4%	i	i	1	-0.27	816	-0.52	0.057	-0.23	0.62	-7%	1.2	1.6	6.7
CCCP(=O)(CC(=O)N(CC)CC)c1ccccc1 (centres undefined)	-0.6%	/	/	3%	i	i	7	-0.39	961	1.5	-0.11	0.97	-1.4	-2%	3.1	1.3	1.1
CCc1cc2c(-c3ccccc3)cc(=O)oc2cc1OC(=O)c1cccs1	-0.8%	4	664	3%	i	i	2	0.4	1233	0.33	-0.21	0.69	-1	6%	2.3	1.8	5.4
CCOC(=O)N1CCN(c2nc(-c3cccc(OC)c3)cc(C(F)(F)F)n2)CC1	0.5%	/	/	7%	i	i	34	-1.5	1346	0.39	-0.3	0.0023	0.61	-10%	4.3	2.9	14
Cn1c(=NC(=O)COc2ccccc2)sc2ccccc21	/	0	676	7%	i	i	-12	-0.04	983	-0.1	-0.2	0.00047	0.36	6%	2.2	1.7	4.6
O=C(O)/C=C\c1ccccc1Oc1ccc(F)cc1	-0.2%	-1	689	-2%	i	i	7	0.61	1393	-0.27	-0.38	0.2	0.21	-2%	2.5	2.4	9.4
COc1ccccc1N/N=C/c1c(CO)cnc(C)c1O	-2.3%	8	745	6%	i	i	-1	-0.1	1935	0.79	-0.16	0.66	-1.1	6%	2.3	1.7	5.4
Cc1n[nH]c(C)c1CNCc1c(C(=O)N2CCCCCCC2)nc2ccc(Cl)cn12	/	-34	754	0%	i	/	/	-0.64	1114	-0.34	-0.056	-0.18	0.34	-5%	/	/	/
CCCCn1c(SCC(=O)NC2CC(C)(C)NC(C)(C)C2)nc2cc(S(N)(=O)=O)ccc21	/	1	774	1%	i	/	/	-0.15	1133	-0.81	-0.16	-0.38	0.8	-3%	/	/	/
CCCCn1cc([N+](=O)[O-])nc1C	/	30	701	1%	i	/	/	0.38	1123	0.35	-0.21	0.24	-0.024	-6%	/	/	/
CN(C)S(=O)(=O)c1cccc(NC(=O)CSc2nncn2-c2ccccc2)c1	0.0%	4	655	3%	i	i	6	0.11	1196	0.15	-0.35	-0.44	-0.61	-2%	1.9	3.3	7.8
O=C(CSc1ccsc1[N+](=O)[O-])NCCc1ccccc1	1.3%	1	778	-1%	i	i	6	-0.66	798	2.2	-0.13	1.3	-1.6	-14%	2.8	1.2	7.5
NC(=O)C1CCN(Cc2nc(-c3cccs3)no2)CC1	/	-16	694	-3%	i	/	/	0.6	1531	-0.0021	-0.096	-0.004	-0.8	-6%	/	/	/
CCOc1ccccc1NC(=S)NCCc1ccc(F)cc1	-1.4%	-9	707	-1%	i	i	-17	-1.1	1579	-0.33	-0.21	-0.091	0.47	9%	2.4	1.7	6.1
COC(=O)c1[nH]c2c(c1C)C(=O)CC(c1ccccc1)C2 (centres undefined)	-0.4%	?	/	4%	i	+	61*	-2	762	0.12	-0.16	0.77	-2	2%	4.3	50	41
CCCCOc1ccc(N(CC(=O)NC2CCCC2)C(=O)CCC(=O)Nc2ccccn2)cc1	-3.2%	21	796	0%	i	i	-3	/	/	1.1	-0.21	0.93	0.83	-9%	2.0	1.8	23
CCOc1ccc(OCC)c(NC(=O)CN2CCN(c3cc(C)ccc3C)CC2)c1	1.0%	/	/	2%	i	i	10	-2.2	500	-1	-0.19	-0.29	1.6	14%	4.0	3.4	7.7
CSc1nsc(SC)c1C(=O)Nc1ccc(Cl)cc1	/	9	723	8%	i	/	/	-0.72	1414	-0.12	-0.26	-0.048	0.29	2%	/	/	/
Cc1cccc(C(=O)NCCNC(=O)c2cccc(C)c2)c1	-3.5%	10	641	1%	i	i	7	/	/	0.57	-0.0068	0.038	-0.72	-9%	3.6	3.0	2.2
Cc1c(NC(=O)NC(=O)c2ccc(F)cc2)c(=O)n(-c2ccccc2)n1C	-1.6%	/	/	12%	i	i	0	-0.11	1193	0.14	-0.18	0.3	-0.48	-1%	2.1	1.4	3.8
Cc1nn(C(C)C(=O)N2CCc3ccccc32)c(C)c1[N+](=O)[O-] (centres undefined)	-1.5%	/	/	8%	i	i	10	-0.46	1506	-0.35	-0.15	0.23	-0.048	-3%	2.3	1.5	4.2
COc1ccc(CCN2C(=O)c3cccc4c(C(=O)N5CCCCC5)ccc(c34)C2=O)cc1OC	-1.0%	1	713	5%	i	+	32*	0.08	1608	-0.46	-0.23	-0.38	0.27	12%	5.1	3.4	8.2
O=C(NC(=S)N1CCCCCC1)c1ccc(Cl)cc1Cl	1.2%	2	700	-1%	i	i	15	-0.53	1305	0.55	-0.25	0.51	-0.84	-2%	1.2	1.1	6.4
CC(C)(C)c1ccc(C(=O)NCC(=O)O)cc1	0.9%	3	681	/	i	i	2	0.84	1448	0.66	0.58	1	-0.64	/	2.4	1.5	0.1
Cc1noc(C)c1S(=O)(=O)Nc1ccc(C(=O)NC2CCCCC2C)cc1 (centres undefined)	0.6%	/	/	6%	i	i	-4	0.44	1441	-1.1	-0.21	-0.24	1.2	2%	2.1	1.6	5.9

6 entries from above, with bars between the fields:
structure | CSM14.1 death rescue | Lipid droplet | Lipid droplet cells 6.5 µM | M1AAP inhibition | Yfh1-depleted yeast | Autophagy mod | Autophagy mod cell loss 18 h | Insulin prom up | Insulin prom up cell count | Dynein transport | Dynein transport cytoplasmic EGFP | Dynein transport nuclear GR-EGFP | Dynein transport cell count | P. falciparum M17LAP | MT stabilizer | MT stabilizer Hoechst-high % | MT stabilizer cytotoxicity %
Cc1cccc(C(=O)NCCNC(=O)c2cccc(C)c2)c1 | -3.5% | 10 | 641 | 1% | i | i | 7 | / | / | 0.57 | -0.0068 | 0.038 | -0.72 | -9% | 3.6 | 3.0 | 2.2
CC(C)(C)c1ccc(C(=O)NCC(=O)O)cc1 | 0.9% | 3 | 681 | / | i | i | 2 | 0.84 | 1448 | 0.66 | 0.58 | 1 | -0.64 | / | 2.4 | 1.5 | 0.1
CCCCn1cc([N+](=O)[O-])nc1C | / | 30 | 701 | 1% | i | / | / | 0.38 | 1123 | 0.35 | -0.21 | 0.24 | -0.024 | -6% | / | / | /
Cc1n[nH]c(C)c1CNCc1c(C(=O)N2CCCCCCC2)nc2ccc(Cl)cn12 | / | -34 | 754 | 0% | i | / | / | -0.64 | 1114 | -0.34 | -0.056 | -0.18 | 0.34 | -5% | / | / | /
NC(=O)C1CCN(Cc2nc(-c3cccs3)no2)CC1 | / | -16 | 694 | -3% | i | / | / | 0.6 | 1531 | -0.0021 | -0.096 | -0.004 | -0.8 | -6% | / | / | /
O=C(C1CCCN(S(=O)(=O)c2cccc3nonc23)C1)N1CCN(c2ccccc2)CC1 (centres undefined) | -1.0% | -4 | 826 | -4% | i | i | 1 | -0.27 | 816 | -0.52 | 0.057 | -0.23 | 0.62 | -7% | 1.2 | 1.6 | 6.7
